# PTAP-TSG101 blk: TSG101-PTAP interaction inhibition, HIV-1 budding; Fluorescence polarization, FITC-PTAP peptide/Tsg101, 20 min; Potency, µM (top dose mostly 115 µM), inactives show top-dose activity change, negative = inhibition, most hits filed as inhibitors; 44,000 tested, under 10 active; also: potency is read from the fitted curve at half-maximal effect; 0% is about no effect
# Target sequence (Q99816 whole entry, looked up): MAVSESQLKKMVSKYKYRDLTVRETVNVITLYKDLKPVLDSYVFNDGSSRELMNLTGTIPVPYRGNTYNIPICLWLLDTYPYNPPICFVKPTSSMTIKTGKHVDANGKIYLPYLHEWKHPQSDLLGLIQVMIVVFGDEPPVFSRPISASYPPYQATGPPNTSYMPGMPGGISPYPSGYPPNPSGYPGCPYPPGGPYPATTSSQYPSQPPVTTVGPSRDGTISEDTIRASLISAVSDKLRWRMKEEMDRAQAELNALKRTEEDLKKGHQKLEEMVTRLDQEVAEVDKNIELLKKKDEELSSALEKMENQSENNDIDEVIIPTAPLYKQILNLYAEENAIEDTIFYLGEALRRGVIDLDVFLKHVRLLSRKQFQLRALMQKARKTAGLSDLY
#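 Compounds pinned into 10 uM Tsg101 binding domain, then 50 nM FITC-PTAP peptide added in pH 7.5 HEPES buffer; FP read after 20 min, room temperature. Total S+P intensity flags fluorescent compounds; active cut-off <25 µM, efficacy <60%.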
# p53null 32C tox: selectivity test: cytotoxicity in p53 null cells, permissive temperature; H1299-neo p53 null cells, ATP luminescence, 24 h, 32C; Potency, µM (highest dose often 46.1 µM), for inactives: at the highest dose activity change, negative = cytotoxicity, most hits filed as cytotoxic; actives 0.62% (n = 55,000);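 also: potency is read from the fitted curve at half-maximal effect; 0% = DMSO only and -100% = full killing by 100 µM tamoxifen; nearly all actives have a fitted effect of over 55% in size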
#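 Cells lacking p53 (H1299-neo) are plated at 600 per well and allowed to settle overnight at 37C. Test compounds (up to 46 uM) are added and held 24 hours at 32C, then ATP is quantified by luminescence.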
# NTMT1 inh: blocks human N-terminal methyltransferase 1 activity. actives 2.5% (n = 59,000). Q9BV86. Potency, µM (titrated, usually from 114 µM), inactives show at the top dose activity change, negative = inhibition, most hits filed as inhibitors. NTMT1 MTase-Glo SAH luminescence, purified enzyme;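 also: potency is read from the fitted curve at half-maximal effect; plate controls were DMSO vehicle for no effect and no enzyme for full effect; nearly all actives have a fitted effect of over 65% in size; many of its hits are not listed in these tables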
# Target sequence (Q9BV86 whole entry, looked up): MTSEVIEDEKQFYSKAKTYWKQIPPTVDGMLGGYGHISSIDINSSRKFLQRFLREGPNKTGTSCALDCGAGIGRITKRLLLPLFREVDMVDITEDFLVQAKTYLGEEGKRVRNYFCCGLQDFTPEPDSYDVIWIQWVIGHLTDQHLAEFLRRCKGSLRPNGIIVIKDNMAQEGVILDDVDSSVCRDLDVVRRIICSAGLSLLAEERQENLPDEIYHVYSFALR
# FH mod: Identification of activators of human fumarate hydratase by quantitative high-throughput screening. actives 0.22% (n = 54,000). Fumarate hydratase, mitochondrial (Homo sapiens), P07954. AID 1347055, 2019. Potency, µM (highest dose often 79.9 µM), for the others: at the top dose activity change, negative = inhibition, most hits filed as inhibitors. FH coupled MDH/diaphorase resazurin fluorescence, 15 min; also: potency is read from the fitted curve at half-maximal effect; % is scaled to controls: 0 for no effect and ±100 for the full control effect; the screen sought activators but most active calls are inhibition curves; nearly all actives have a fitted effect of over 45% in size
# GALK inh: inhibits human galactokinase; P51570; recombinant GALK, Kinase-Glo ATP luminescence, 1 h; AID 1347072; 44,000 tested, under 10 active; Potency, µM (top dose mostly 57.5 µM), without a hit: top-dose activity, negative = inhibition, usual class: inhibitors;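 also: plate controls were full GALK reaction for no effect and reaction lacking GALK for full effect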
# Target sequence (P51570 whole entry, looked up): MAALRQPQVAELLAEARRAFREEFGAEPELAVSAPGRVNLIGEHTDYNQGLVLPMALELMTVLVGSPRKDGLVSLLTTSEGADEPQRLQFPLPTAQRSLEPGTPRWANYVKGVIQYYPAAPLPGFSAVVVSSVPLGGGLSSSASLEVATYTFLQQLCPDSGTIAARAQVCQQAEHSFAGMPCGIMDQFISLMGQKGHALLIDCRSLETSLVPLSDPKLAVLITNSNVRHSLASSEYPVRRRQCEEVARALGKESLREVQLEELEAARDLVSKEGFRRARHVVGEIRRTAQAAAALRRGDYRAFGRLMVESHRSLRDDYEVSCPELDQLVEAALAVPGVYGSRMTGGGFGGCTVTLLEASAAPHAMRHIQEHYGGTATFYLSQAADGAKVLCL
#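 Compounds were pinned into ATP buffer, then GALK-galactose mix was added (final 5 nM enzyme, 35 uM ATP, 100 uM galactose, pH 8.0). After 1 h at room temperature, Kinase-Glo Plus was added and luminescence read.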
# B2AR arrestin ag: beta-arrestin recruitment by human beta2-adrenergic receptor ligands; HTLA Tango cells, beta-arrestin recruitment, luciferase luminescence, 18 h; AID 1347077; Potency, µM (doses to about 46.1 µM), inactives show at the highest dose activation, usual class: activators; 44,000 tested, under 10 active; P07550;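 also: potency is read from the fitted curve at half-maximal effect; 0% = DMSO and full agonism = EC100 isoproterenol or metaproterenol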
#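 Luminescence read-out: arrestin recruitment to recombinant beta2-AR releases tTA, inducing luciferase. Cells exposed 18 hr at 37 degrees C to up to 46 microM compound; %Activity from corrected signal, concentration-response curves classified by r2, magnitude and efficacy.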
# p53null 39C tox: kills p53 null cells at the nonpermissive temperature. H1299 p53-null (neo) cells, 39C, ATPlite viability, 24 h. actives 0.97% (n = 55,000). Potency, µM (series often up to 46.1 µM), for inactives: top-dose activity, negative = cell killing, usual class: cytotoxic. AID 904;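 also: potency is read from the fitted curve at half-maximal effect; 0% = DMSO only and -100% = full killing by 100 µM tamoxifen; nearly all actives have a fitted effect of over 50% in size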
#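 Temperature-shift cytotoxicity format: compound titrations on p53-null or A138V-expressing H1299 cells held 24 hr at 39C, cell ATP then measured, AC50 from Hill model.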
# Numbers without * were called inactive; ? = inconclusive; . = no result given; [ ] = dose if it differs, or a comment. Calls follow the shape of the dose curve; as a rule, active = well fitted curve in the direction sought with a large enough effect; inconclusive = small, poorly fitted or top-dose-only effect, or another doubt; inactive = no such curve, though single readings can be large; an effect the other way counts as inactive or inconclusive.
SMILES,PTAP-TSG101 blk,p53null 32C tox,NTMT1 inh,FH mod,GALK inh,B2AR arrestin ag,p53null 39C tox
Cc1ccc(C)c(N2CCN(C(=O)CCS(=O)(=O)c3ccc4c(c3)oc(=O)n4C)CC2)c1,2.1%,5.7%,-12.0%,-5.8%,0.2%,-1.4%,9.6%
Cc1ccc(C(=O)NCC(c2cccnc2)N2CCc3ccccc3C2)cc1C (configuration not stated),0.9%,-7.2%,-4.6%,-11.1%,-9.8%,0.6%,-16.6%
COc1ccc(-c2noc(-c3ccc(NC4CCCC4)c([N+](=O)[O-])c3)n2)cc1,1.2%,?,7.1%,-13.0%,3.2%,-2.5%,?
COC(=O)c1ccc(C(=O)OC)c(NC(=O)c2cc3nc(-c4ccc(C)cc4)cc(C(F)(F)F)n3n2)c1,-4.2%,.,-7.8%,4.3%,-1.3%,0.2%,.
CCc1nnc(NC(=O)CSc2nccn2Cc2ccc(F)cc2)s1,0.3%,9.9%,-0.8%,-15.8%,2.4%,-0.3%,?
CCc1ccc2oc(C(=O)Nc3c(C)n(C)n(-c4ccccc4)c3=O)cc(=O)c2c1,-1.1%,4.4%,-5.5%,5.6%,1.6%,-1.3%,1.5%
COc1cc(OC)cc(C(=O)Nc2ccc3nc(Nc4cccc(C(F)(F)F)c4)cc(C)c3c2)c1,-6.4%,-5.7%,9.7%,-24.2%,-4.1%,-0.7%,-3.0%
COc1cc(OC)cc(C(=O)Nc2ccccc2-c2nc3ccccc3s2)c1,-8.0%,8.3%,2.0%,-7.0%,0.0%,0.5%,-7.5%
CCOC(=O)c1ccc(CN(Cc2ccccc2C)S(=O)(=O)c2ccc(F)c(C(=O)Nc3cccc(OC)c3)c2)cc1,-1.3%,0.3%,10.3%,-1.7%,2.8%,-0.7%,8.0%
CCOc1ccc(CCNC(=O)CSc2n[nH]c(-c3ccccc3)n2)cc1OCC,0.4%,0.4%,5.6%,6.31µM*,3.5%,-0.2%,?
Cn1c2ccc(F)cc2c2nnc(SCCN3CCCCC3)nc21,-15.2%,4.3%,?,-5.0%,-10.3%,0.3%,-25.4%
CCOc1ccc(CCNC(=O)c2cc3c(s2)-c2c(C)cccc2OC3)cc1,2.7%,-0.7%,1.5%,0.7%,8.5%,0.1%,3.6%
CCOCCCNC(=O)c1ccc(Cn2c(=O)c3cccn3c3cccnc32)cc1,-4.1%,18.7%,?,5.7%,-9.5%,-0.7%,-12.9%
CCOc1ccc2c(c1)c(=O)c(S(=O)(=O)c1ccc(F)cc1)cn2CC(=O)Nc1ccccc1C,0.3%,-4.1%,12.5%,-4.1%,-10.1%,0.6%,8.3%
CCOC(=O)c1c(S(=O)(=O)N2CCC(C(=O)N3CCN(c4ccccc4F)CC3)CC2)c(C)n(C)c1C,-8.1%,4.5%,3.9%,1.5%,-2.2%,-2.7%,-13.7%
O=C(O)c1ccccc1NC(=O)N1c2ccccc2Sc2ccccc21,-0.3%,-5.3%,-13.8%,?,-0.6%,-0.2%,25.5%
Cc1ccccc1-c1nc(CN2CCC(C(=O)NCc3ccc(F)cc3)CC2)c(C)o1,-1.3%,-3.2%,-5.7%,-2.1%,-1.4%,1.0%,-4.5%
CCc1ccc(CNC(=O)c2ccc(-n3c(C)cc4c3CCC(C)C4)cc2)cc1 (configuration not stated),-2.5%,4.1%,3.8%,-15.7%,-0.4%,?,-24.8%
CCc1ccccc1NC(=O)Cn1nnc(C(=O)NCc2cccc(OC)c2)c1N,-1.0%,19.9%,-2.8%,-2.8%,?,0.8%,-16.1%
Cc1cccc(CS(=O)(=O)Cc2ccc(C(=O)NCc3ccc(F)cc3)o2)c1,-0.2%,-5.0%,-5.1%,-7.3%,1.0%,-1.5%,-13.7%
CC(C)CNc1nc(NC(C)(C)C)nc(Oc2ccc(=O)n(-c3ccccc3)n2)n1,0.9%,8.2%,-0.5%,15.3%,6.6%,-0.3%,0.4%
COc1ccc2c(c1)CCc1sc(NC(=O)c3ccc(Cl)cc3)nc1-2,-1.9%,4.0%,?,-23.4%,4.1%,0.4%,-8.4%
CCc1ccc(NC(=O)C(=O)NCC(c2ccc3c(c2)OCO3)N2CCN(C)CC2)cc1 (configuration not stated),-1.7%,2.6%,-0.5%,2.4%,0.3%,-0.7%,10.1%
Cc1cc(C)cc(NC(=O)CN2C(=O)CCc3cc(S(=O)(=O)N4CCCCC4)ccc32)c1,-4.1%,15.4%,?,-28.5%,-1.8%,1.3%,16.6%
Cc1cc2c(cc1NC(=O)c1ccc(C(C)(C)C)cc1)n(C)c(=O)c(=O)n2C,0.6%,-7.8%,3.2%,-13.5%,-0.9%,1.0%,-6.6%
# (more compounds)
SMILES,PTAP-TSG101 blk,p53null 32C tox,NTMT1 inh,FH mod,GALK inh,B2AR arrestin ag,p53null 39C tox
O=c1c(S(=O)(=O)c2ccccc2)cn(Cc2ccccc2)c2cc(N3CCCC3)c(F)cc12,-2.2%,1.2%,-6.7%,-23.1%,0.9%,2.6%,-10.6%
CCn1cc(S(=O)(=O)c2cc(C)cc(C)c2)c(=O)c2cc(F)c(N3CCN(c4ccccc4)CC3)cc21,-7.2%,-3.7%,-1.5%,-5.2%,4.7%,0.0%,-1.3%
CCOc1ccc(NC(=O)NCc2cccn2Cc2ccccc2)cc1,-3.0%,-3.0%,6.8%,2.5%,-0.8%,2.2%,-7.7%
CCc1ccc(OCc2cc(=O)n3c4c(sc3n2)CCCC4)cc1,4.6%,-2.3%,-2.8%,-11.4%,-2.8%,1.2%,-15.6%
COc1ccc(Cn2c(CCC(=O)NCc3ccc(Cl)cc3)nc3cccnc32)cc1,1.6%,-3.0%,16.3%,-2.8%,3.0%,-2.1%,?
Cc1cccc(NC(=O)CN(c2ccc(C(C)C)cc2)S(=O)(=O)c2c(C)nn(C)c2C)c1C,-1.9%,12.0%,2.1%,?,1.5%,-0.2%,19.5%
Cc1ccc(CSc2nc3ccc(NC(=O)COc4ccc(F)cc4)cc3s2)cc1,2.4%,0.8%,1.5%,1.8%,0.6%,-3.9%,-10.5%
CNC(=O)c1ccc2c(c1)N(Cc1ccccc1Cl)C(=O)c1ccccc1S2,-4.1%,4.3%,4.0%,-24.5%,1.0%,0.4%,12.9%
CC(=O)N1c2ccc(S(=O)(=O)NCC3CCC(C(=O)NC(C)(C)C)CC3)cc2CC1C (configuration not stated),-2.3%,-0.3%,?,-5.5%,?,-1.4%,-18.1%
Cc1ccccc1Cn1nnc2c(=O)[nH]c(C3CCCN(C(=O)c4ccc(F)cc4)C3)nc21 (configuration not stated),-2.6%,12.9%,14.1%,1.3%,2.4%,-1.5%,-4.8%
Cn1c(=O)c2c(c3ccccc31)OC(=O)CC2c1ccccc1 (configuration not stated),8.9%,3.8%,6.1%,-16.6%,-0.4%,2.0%,29.3%
CC(=O)N1c2ccccc2CC1C(=O)N1CCN(c2ccc(F)cc2)CC1 (configuration not stated),2.8%,-4.2%,-1.6%,-17.6%,2.6%,-1.2%,-10.5%
Cc1ccc(C)c(N2CCN(C(=O)c3cc4ccc5cccnc5c4[nH]3)CC2)c1,1.4%,37.0%[activator],9.2%,-27.1%,1.2%,2.0%,37.5%[activator]
Cn1c(CNC(=O)CSc2nc(-c3ccccc3F)nc3cc(=O)[nH]n23)nc2ccccc21,-7.7%,-3.0%,.,.,0.9%,-1.1%,-7.7%
Cc1ccc(CNC(=O)CCCn2c(=O)[nH]c3ccc(Br)cc3c2=O)cc1,-1.8%,-3.2%,0.8%,-15.2%,5.5%,0.2%,-6.5%
CCOC(=O)C1CCC(CN(Cc2ccc(OC)cc2)S(=O)(=O)c2ccc(F)c(C(=O)Nc3cc(C)ccc3C)c2)CC1 (configuration not stated),-0.6%,-6.2%,-4.4%,-10.7%,2.7%,-0.6%,-12.2%
CCCNC(=O)N1CCCN(S(=O)(=O)c2ccc3c(ccn3CC)c2)CC1,2.3%,-5.0%,-1.2%,-0.1%,-2.6%,2.9%,?
CNc1ccc(-c2nc(-c3ccccc3C)no2)cc1[N+](=O)[O-],-1.6%,-5.5%,-4.5%,0.9%,-1.1%,-2.0%,-2.0%
Cc1cc(NC(=O)c2cc(-c3cccc(Cl)c3)on2)n(-c2ccccc2)n1,0.3%,-7.8%,.,.,0.2%,-0.5%,?
O=C(Cn1nc(N2CCN(c3ccccc3)CC2)ccc1=O)NCc1cccc(Cl)c1,-4.6%,7.8%,-13.0%,-1.2%,-0.2%,-0.2%,-4.7%
COc1cccc(NC(=O)c2sc(-n3nc(C)c(Cc4ccccc4Cl)c3C)nc2C)c1,1.7%,-3.3%,-0.8%,-19.2%,2.7%,-3.8%,-5.7%
CCOC(=O)c1c(C)[nH]c(C)c1S(=O)(=O)NCC(=O)NCc1cccc(Br)c1,-0.1%,3.5%,?,-12.0%,-2.4%,-0.5%,0.2%
COc1ccc(Cl)c(Cn2c(NCCN)nc3c2c(=O)n(C)c(=O)n3C)c1,-2.6%,0.0%,-1.0%,2.0%,-9.9%,1.1%,-4.6%
CC(=O)Nc1ccc(Nc2ncnc3c2c(-c2ccccc2)cn3-c2ccccc2)cc1,-3.6%,10.6%,10.6%,-13.0%,-3.6%,2.8%,7.8%
Cc1cc(N2CCC(C(=O)Nc3ccc(F)cc3C)CC2)n2nc(C)c(-c3ccc(Cl)cc3)c2n1,-2.5%,1.4%,17.8%,-4.6%,8.6%,-1.9%,2.0%

# Retrieved one by one from above (5):
SMILES,PTAP-TSG101 blk,p53null 32C tox,NTMT1 inh,FH mod,GALK inh,B2AR arrestin ag,p53null 39C tox
Cn1c(=O)c2c(c3ccccc31)OC(=O)CC2c1ccccc1 (configuration not stated),8.9%,3.8%,6.1%,-16.6%,-0.4%,2.0%,29.3%
CC(=O)N1c2ccc(S(=O)(=O)NCC3CCC(C(=O)NC(C)(C)C)CC3)cc2CC1C (configuration not stated),-2.3%,-0.3%,?,-5.5%,?,-1.4%,-18.1%
CCCNC(=O)N1CCCN(S(=O)(=O)c2ccc3c(ccn3CC)c2)CC1,2.3%,-5.0%,-1.2%,-0.1%,-2.6%,2.9%,?
Cn1c(CNC(=O)CSc2nc(-c3ccccc3F)nc3cc(=O)[nH]n23)nc2ccccc21,-7.7%,-3.0%,.,.,0.9%,-1.1%,-7.7%
CC(=O)Nc1ccc(Nc2ncnc3c2c(-c2ccccc2)cn3-c2ccccc2)cc1,-3.6%,10.6%,10.6%,-13.0%,-3.6%,2.8%,7.8%

# Some of the compounds tested; count on the stated rates, not on these rows.
